Screening data deposited in PubChem BioAssay by several laboratories.
DAX1 inh-1 – DAX1 (NR0B1) inhibitors, primary screen, cell-based, HEK293, Gal4-DAX1, luciferase luminescence | Nuclear receptor subfamily 0 group B member 1 (Homo sapiens), P51843 | HEK293 Gal4-DAX1 luciferase reporter | inhibition, % at 6.75 µM | 0.99% of 340,000 active | AID 504766, 2011;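 active = inhibition above the mean over all tested compounds plus 3 SD, cut at about 4.2% in these data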;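 also: 0% = DAX1-transfected cells with DMSO and 100% = empty-vector control cells with DMSO; inhibition shows as a rise in luminescence from relieved DAX1 repression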
Target sequence (P51843 207-470 limits assumed): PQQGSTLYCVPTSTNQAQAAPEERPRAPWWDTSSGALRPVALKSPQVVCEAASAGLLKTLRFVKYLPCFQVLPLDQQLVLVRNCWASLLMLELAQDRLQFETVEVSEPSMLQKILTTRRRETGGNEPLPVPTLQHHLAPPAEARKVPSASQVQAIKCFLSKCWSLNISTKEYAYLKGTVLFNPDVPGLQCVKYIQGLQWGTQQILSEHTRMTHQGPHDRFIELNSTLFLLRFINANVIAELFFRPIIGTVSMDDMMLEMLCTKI
SMARCA2 activ – SMARCA2 (BRM) function activators, primary screen, cell-based, luminescence, high throughput | MG213 cells, MMTV-luciferase reporter, dexamethasone, overnight | activation, % at 9.1 µM | 1% of 370,000 active; in the data active = activation above about 7.8%;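 also: 0% = vehicle wells and 100% = reference activator wells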
DAX1 inh-2 – DAX1 (NR0B1) inhibitors on StAR promoter, primary screen, cell-based, luminescence, SF-1 (NR5A1), full-length DAX-1; 1.1% of 370,000 active; HEK293T StAR-luciferase reporter, SF-1/DAX-1 repression relief; AID 652010, 2013; inhibition, % at 6.8 µM;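 active = inhibition above the mean over all tested compounds plus 3 SD, cut at about 3.6% in these data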;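 also: 0% = DAX-1 cells with DMSO and 100% = cells lacking DAX-1 with DMSO; higher inhibition means more luminescence from relief of DAX-1 repression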
MBD2 inh – inhibitors of MBD2 binding to methylated DNA, primary screen, biochemical, TR-FRET, DNA-binding domain, human. MBD2 binding to methylated oligonucleotide. 0.31% of 370,000 active. inhibition, % at 4.4 µM. Methyl-CpG-binding domain protein 2 (Homo sapiens), Q9UBB5; in the data active = inhibition above about 13%
PLC-beta3 inh – human PLC-beta3 inhibitors, primary screen, biochemical, fluorescence; 1-phosphatidylinositol 4,5-bisphosphate phosphodiesterase beta-3 (Homo sapiens), Q01970; Purified PLC-beta3, fluorogenic substrate; inhibition, % at 12.2 µM; 0.18% of 370,000 active; in the data active = inhibition above about 11%;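 also: 0% = median of compound wells on plate and 100% = full blocker control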
hgDAF12 agonist – H. glycines DAF-12 receptor agonists, primary screen, cell-based, luminescence, HEK293, GAL4 fusion, UAS-luciferase; 1.8% of 370,000 active; HEK293 GAL4-hgDAF12 UAS-luciferase reporter, agonist luminescence; normalized to butyrate control; Nuclear hormone receptor DAF-12 (Heterodera glycines), GAL4 fusion; activation, % at 6.8 µM;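 active = activation above a cutoff set at the mean of all screened compounds plus 3 SD, cut at about 10% in these data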;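 also: 0% = DMSO wells and 100% = sodium butyrate wells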
PLCg1 inh – PLC-gamma1 enzyme inhibitors, primary screen, biochemical, fluorescence, purified enzyme; fluorogenic substrate; inhibition, % at 12.2 µM; 0.84% of 370,000 active; AID 720700, 2013; in the data active = inhibition above about 9.5%
hcDAF-12 act – H. contortus DAF-12 nuclear receptor activators, primary screen, cell-based, luminescence, HEK293, lit1-tk-luc reporter; 1.4% of 370,000 active; AID 652067, 2013; activation, % at 6.8 µM; HEK293 hcDAF-12 lit1-tk-luc reporter; 0% DMSO, 100% Δ7-dafachronic acid;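 active = activation above the mean of all tested compounds plus 3 SD, cut at about 5.5% in these data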;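 also: 100% = response to 3 µM Δ7-dafachronic acid high control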
NR1D1 modulator – modulators of Rev-erb alpha DNA binding, primary screen, biochemical, FITC-DNA, fluorescence polarization, uHTS; Nuclear receptor subfamily 1 group D member 1 (Homo sapiens), P20393; Rev-erbα–FITC-DNA binding, 90 min; activity, % at 10 µM; 0.79% of 370,000 active; AID 1259318, 2017;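 active = activity above about 14%, limit read from the data; passing the limit was not always enough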;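 also: 0% = DMSO wells with 35 nM protein and 100% = DMSO wells with 750 nM protein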
Target sequence (P20393 whole entry, looked up): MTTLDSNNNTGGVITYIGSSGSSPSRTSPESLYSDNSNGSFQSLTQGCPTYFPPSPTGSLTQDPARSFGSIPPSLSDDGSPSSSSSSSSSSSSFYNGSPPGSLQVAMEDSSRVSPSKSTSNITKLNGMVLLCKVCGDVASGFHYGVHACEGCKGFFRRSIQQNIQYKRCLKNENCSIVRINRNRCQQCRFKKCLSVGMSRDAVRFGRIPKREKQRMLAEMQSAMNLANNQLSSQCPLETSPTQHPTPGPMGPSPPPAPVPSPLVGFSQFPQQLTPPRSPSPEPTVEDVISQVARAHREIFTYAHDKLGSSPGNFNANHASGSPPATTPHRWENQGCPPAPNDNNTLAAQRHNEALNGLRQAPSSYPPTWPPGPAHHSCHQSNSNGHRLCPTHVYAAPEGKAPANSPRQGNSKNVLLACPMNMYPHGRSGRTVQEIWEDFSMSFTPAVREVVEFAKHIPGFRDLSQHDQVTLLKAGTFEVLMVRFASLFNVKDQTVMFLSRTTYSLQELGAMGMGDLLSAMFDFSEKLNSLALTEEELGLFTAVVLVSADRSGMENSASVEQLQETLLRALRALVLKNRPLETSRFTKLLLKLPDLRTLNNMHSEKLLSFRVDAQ
ssDAF12 agonist – S. stercoralis DAF-12 nuclear receptor activators, primary screen, cell-based, luminescence, HEK293, GRIP1 co-expression, lit1-tk-luc | HEK293 ssDAF-12/GRIP1 lit1-tk-luc reporter; % of 3 µM dafachronic acid response | activation, % at 6.8 µM | 1% of 370,000 active | AID 652126, 2013;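 active = activation above the mean over all tested compounds plus 3 SD, cut at about 0.9% in these data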;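 also: 0% = DMSO-only wells and 100% = 3 µM delta7-dafachronic acid wells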
ADAM17 inh – ADAM17 inhibitors, primary screen, biochemical, QFRET | inhibition, % at 6.95 µM | AID 720648, 2013 | Disintegrin and metalloproteinase domain-containing protein 17 (Homo sapiens), P78536 | recombinant ADAM17, EDANS/DABCYL FRET peptide cleavage | 0.83% of 370,000 active;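 active = inhibition above the mean of compounds lying between control limits plus 3 SD, set per campaign, cut at about 8.5% in these data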;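 also: 0% = DMSO-only wells as the low control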
An asterisk follows results filed as active.

Results for COc1cc2c(cc1OC)C(c1ccccc1C)CC(=O)N2 (stereo not drawn) ?
DAX1 inh-1: -2.2; SMARCA2 activ: -1.2; DAX1 inh-2: -0.1; MBD2 inh: 0.9; PLC-beta3 inh: -3.9; hgDAF12 agonist: 0.4; PLCg1 inh: 0.8; hcDAF-12 act: 0.6; NR1D1 modulator: 1.7; ssDAF12 agonist: -0.7; ADAM17 inh: 2.7

What do the screens show for `Cc1ccc(NC(=O)CSc2ncccn2)cc1S(=O)(=O)N1CCCCC1`?
DAX1 inh-1: -1.3; SMARCA2 activ: -3.5; DAX1 inh-2: 0.0; MBD2 inh: 0.8; PLC-beta3 inh: -6.8; hgDAF12 agonist: -3.6; PLCg1 inh: 2.1; hcDAF-12 act: -0.9; NR1D1 modulator: 2.5; ssDAF12 agonist: -1.1; ADAM17 inh: 5.3

Results for COC(=O)[C@H](Cc1ccccc1)N1CC(N2CCCC2)CS1(=O)=O (stereo partly drawn) ?
SMARCA2 activ: 1.6; DAX1 inh-2: -0.2; MBD2 inh: -0.3; PLC-beta3 inh: 0.7; hgDAF12 agonist: 6.3; PLCg1 inh: -0.2; hcDAF-12 act: 1.6; NR1D1 modulator: -1.9; ssDAF12 agonist: -1.1; ADAM17 inh: -2.4

Results for CCC(=O)N1CCc2cc(S(=O)(=O)N3CCc4ccccc43)ccc21 ?
DAX1 inh-1: 0.2; SMARCA2 activ: -1.8; DAX1 inh-2: 0.8; MBD2 inh: -1.5; PLC-beta3 inh: 0.9; hgDAF12 agonist: -1.3; PLCg1 inh: 5.1; hcDAF-12 act: -0.8; NR1D1 modulator: 1.0; ssDAF12 agonist: -0.7; ADAM17 inh: -0.2

Results for O=C(Nc1cccnc1Cl)c1ccc(Cl)cc1 ?
DAX1 inh-1: 2.3; SMARCA2 activ: 3.3; DAX1 inh-2: 0.7; MBD2 inh: -0.4; PLC-beta3 inh: -4.8; hgDAF12 agonist: 12.4*; PLCg1 inh: -2.7; hcDAF-12 act: 1.3; NR1D1 modulator: 0.6; ssDAF12 agonist: -0.4; ADAM17 inh: 0.6

How did O=C(COC(=O)c1ccccc1SCC(=O)N1CCCC1)Nc1ccccc1OC(F)F do in these assays?
DAX1 inh-1: -0.4; SMARCA2 activ: -3.2; DAX1 inh-2: 0.2; MBD2 inh: -1.0; PLC-beta3 inh: 0.1; hgDAF12 agonist: -2.0; PLCg1 inh: -1.0; hcDAF-12 act: 1.9; NR1D1 modulator: -2.8; ssDAF12 agonist: -0.7; ADAM17 inh: 0.5

Results for O=c1c2c(O)cc(O)cc2oc2c(O)ccc(O[C@H]3O[C@@H](CO)[C@H](O)[C@@H](O)[C@@H]3O)c12 ?
DAX1 inh-1: -0.4; SMARCA2 activ: -0.1; DAX1 inh-2: 0.4; MBD2 inh: -5.8; PLC-beta3 inh: 4.0; hgDAF12 agonist: 0.1; PLCg1 inh: 4.8; hcDAF-12 act: 3.9; NR1D1 modulator: -3.0; ssDAF12 agonist: 0.2; ADAM17 inh: -0.1

How did CCCCn1c(N)c(N(CCC(C)C)C(=O)c2cc(S(=O)(=O)N3CCOCC3)ccc2F)c(=O)[nH]c1=O do in these assays?
DAX1 inh-1: 0.2; SMARCA2 activ: -4.0; DAX1 inh-2: 0.2; MBD2 inh: 3.3; PLC-beta3 inh: -7.4; hgDAF12 agonist: 1.1; PLCg1 inh: 1.3; hcDAF-12 act: 0.2; NR1D1 modulator: 3.6; ssDAF12 agonist: -2.3; ADAM17 inh: -7.6

How did CN1CCN(C2CN(Cc3cn(Cc4ccccc4C(F)(F)F)nn3)S(=O)(=O)C2)CC1 (stereo not drawn) do in these assays?
SMARCA2 activ: -2.8; DAX1 inh-2: -0.9; MBD2 inh: 2.8; PLC-beta3 inh: -0.7; hgDAF12 agonist: -1.9; PLCg1 inh: 1.2; hcDAF-12 act: -0.8; NR1D1 modulator: -5.0; ssDAF12 agonist: -1.0; ADAM17 inh: -5.0

How did CC(=O)N1CCN(c2ccc(S(=O)(=O)N3CCCCC3)cn2)CC1 do in these assays?
DAX1 inh-1: 0.2; SMARCA2 activ: -4.8; DAX1 inh-2: -0.2; MBD2 inh: 2.6; PLC-beta3 inh: -6.5; hgDAF12 agonist: -0.5; PLCg1 inh: -2.5; hcDAF-12 act: -0.4; NR1D1 modulator: 0.0; ssDAF12 agonist: -0.6; ADAM17 inh: -7.4

What do the screens show for `O=C(NNS(=O)(=O)c1ccc(C(F)(F)F)cc1)c1cnn(-c2ccccc2)c1C(F)(F)F`?
DAX1 inh-1: -0.9; SMARCA2 activ: -2.8; DAX1 inh-2: -0.6; MBD2 inh: -0.3; PLC-beta3 inh: -9.8; hgDAF12 agonist: 0.1; PLCg1 inh: -3.0; hcDAF-12 act: 0.7; NR1D1 modulator: -5.1; ssDAF12 agonist: -0.9; ADAM17 inh: 1.9

Results for C[C@H]1CN([C@@H](C)CO)C(=O)CCCn2nncc2CO[C@H]1CN(C)C(=O)Nc1ccc2c(c1)OCO2 ?
DAX1 inh-1: 0.3; SMARCA2 activ: -0.3; DAX1 inh-2: -0.2; MBD2 inh: 2.4; PLC-beta3 inh: -20.5; hgDAF12 agonist: -3.7; PLCg1 inh: -16.3; hcDAF-12 act: -0.8; NR1D1 modulator: 1.4; ssDAF12 agonist: -1.0; ADAM17 inh: -5.0

What do the screens show for `Cc1ccc(C)c(S(=O)(=O)Nc2ccc(C(=O)N3CCC3)cc2)c1`?
DAX1 inh-1: -0.3; SMARCA2 activ: 0.2; DAX1 inh-2: -1.3; MBD2 inh: 0.0; PLC-beta3 inh: 1.3; hgDAF12 agonist: -0.7; PLCg1 inh: -0.6; hcDAF-12 act: 0.1; NR1D1 modulator: 11.0; ssDAF12 agonist: -0.9; ADAM17 inh: -1.4

How did Cc1nn(C)c(C)c1NC(=O)CSc1nc(-c2ccccc2Cl)nc2c1cnn2-c1ccccc1 do in these assays?
DAX1 inh-1: -0.8; SMARCA2 activ: -1.1; DAX1 inh-2: -0.1; MBD2 inh: -1.4; PLC-beta3 inh: -11.7; hgDAF12 agonist: 0.4; PLCg1 inh: -7.7; hcDAF-12 act: -2.4; NR1D1 modulator: 102.2*; ssDAF12 agonist: -1.2; ADAM17 inh: 1.7

How did O=C1[C@@H]2Cc3c([nH]c4ccccc34)CN2C(=O)CN1CCCCCO do in these assays?
DAX1 inh-1: -0.9; SMARCA2 activ: 1.9; DAX1 inh-2: 0.1; MBD2 inh: -1.6; PLC-beta3 inh: 3.3; hgDAF12 agonist: 0.9; PLCg1 inh: 0.4; hcDAF-12 act: -0.3; NR1D1 modulator: 1.1; ssDAF12 agonist: -1.3; ADAM17 inh: 0.0

How did Cn1nnnc1NCc1ccc(Cl)c(Cl)c1 do in these assays?
DAX1 inh-1: -0.5; SMARCA2 activ: -0.9; DAX1 inh-2: -0.3; MBD2 inh: -3.6; PLC-beta3 inh: -2.7; hgDAF12 agonist: 0.2; PLCg1 inh: -1.4; hcDAF-12 act: -1.9; NR1D1 modulator: -3.4; ssDAF12 agonist: -0.7; ADAM17 inh: -2.8

How did Cn1c(SCC(=O)c2ccc3c(c2)Cc2ccccc2-3)nnc1-c1ccccc1 do in these assays?
DAX1 inh-1: -1.7; SMARCA2 activ: 2.5; DAX1 inh-2: 0.3; MBD2 inh: -2.2; PLC-beta3 inh: 3.8; hgDAF12 agonist: -1.7; PLCg1 inh: 5.4; hcDAF-12 act: -0.1; NR1D1 modulator: 62.0*; ssDAF12 agonist: -1.4; ADAM17 inh: 1.9

How did CCOc1ccc(N=Cc2ccc3ccccc3c2)cc1 do in these assays?
DAX1 inh-1: 0.4; SMARCA2 activ: 1.1; DAX1 inh-2: 0.5; MBD2 inh: -5.8; PLC-beta3 inh: -0.1; hgDAF12 agonist: -1.8; PLCg1 inh: 0.4; hcDAF-12 act: 2.8; NR1D1 modulator: -4.7; ssDAF12 agonist: -1.2; ADAM17 inh: -4.0

Results for CCOC(=O)CC[C@@H]1CC[C@]2(CCCN(C(=O)c3cccnc3)C2)O1 ?
SMARCA2 activ: -3.2; DAX1 inh-2: 1.2; MBD2 inh: 3.6; PLC-beta3 inh: 4.5; hgDAF12 agonist: -1.2; PLCg1 inh: 3.1; hcDAF-12 act: -2.6; NR1D1 modulator: 0.7; ssDAF12 agonist: -1.2; ADAM17 inh: 0.8

How did COc1ccc(C(=O)n2nnc3ccccc32)cc1OC do in these assays?
DAX1 inh-1: -1.0; SMARCA2 activ: -1.3; DAX1 inh-2: 0.7; MBD2 inh: 3.7; PLC-beta3 inh: 3.3; hgDAF12 agonist: 0.6; PLCg1 inh: 1.9; hcDAF-12 act: 0.3; NR1D1 modulator: 3.7; ssDAF12 agonist: -0.9; ADAM17 inh: -0.1

How did CC(=O)Nc1ccc(S(=O)(=O)NCCN2CCNC2=O)cc1Cl do in these assays?
DAX1 inh-1: 0.0; SMARCA2 activ: -1.4; DAX1 inh-2: 1.1; MBD2 inh: 2.3; PLC-beta3 inh: -8.4; hgDAF12 agonist: 4.8; PLCg1 inh: -1.9; hcDAF-12 act: -0.9; NR1D1 modulator: 3.7; ssDAF12 agonist: -0.6; ADAM17 inh: -3.8

How did O=C(NC(=S)Nc1ccccc1CO)C1CCCCC1 do in these assays?
DAX1 inh-1: 0.4; SMARCA2 activ: 3.9; DAX1 inh-2: 1.3; MBD2 inh: -1.1; PLC-beta3 inh: 0.7; hgDAF12 agonist: 0.9; PLCg1 inh: 3.8; hcDAF-12 act: 3.2; NR1D1 modulator: -0.3; ssDAF12 agonist: -0.3; ADAM17 inh: -1.2

What do the screens show for `CCOc1cc(CNCCN2CCOCC2)ccc1OCc1ccccc1Cl`?
DAX1 inh-1: -1.7; SMARCA2 activ: -5.3; DAX1 inh-2: 1.4; MBD2 inh: -1.1; PLC-beta3 inh: 0.1; hgDAF12 agonist: -1.5; PLCg1 inh: 4.4; hcDAF-12 act: 2.2; NR1D1 modulator: -0.1; ssDAF12 agonist: -1.2; ADAM17 inh: 0.2

What do the screens show for `Cc1ccc(S(=O)(=O)N2CCC(C(=O)NC3CC3)CC2)cc1`?
DAX1 inh-1: 0.8; SMARCA2 activ: -3.0; DAX1 inh-2: 0.3; MBD2 inh: -0.6; PLC-beta3 inh: 4.5; hgDAF12 agonist: -1.4; PLCg1 inh: 8.1; hcDAF-12 act: -0.4; NR1D1 modulator: 2.3; ssDAF12 agonist: -0.7; ADAM17 inh: 4.3
